From PubChem BioAssay
CCR6 antag: CCR6 (human) receptor antagonism; AID 493098; CHO-K1 CCR6 PathHunter beta-arrestin, luminescence, CCL20-stimulated; 0.49% of 340,000 active; inhibition, % at 20 µM; P51684;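 active means compounds whose inhibition of the agonist-driven luminescence signal at 20 µM reaches about 50%, limit read from the data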;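 further: cells stimulated with CCL20 at 14 nM final; plate controls were DMSO with CCL20 for no effect and DMSO without agonist for full effect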
Target sequence (P51684 whole entry, looked up): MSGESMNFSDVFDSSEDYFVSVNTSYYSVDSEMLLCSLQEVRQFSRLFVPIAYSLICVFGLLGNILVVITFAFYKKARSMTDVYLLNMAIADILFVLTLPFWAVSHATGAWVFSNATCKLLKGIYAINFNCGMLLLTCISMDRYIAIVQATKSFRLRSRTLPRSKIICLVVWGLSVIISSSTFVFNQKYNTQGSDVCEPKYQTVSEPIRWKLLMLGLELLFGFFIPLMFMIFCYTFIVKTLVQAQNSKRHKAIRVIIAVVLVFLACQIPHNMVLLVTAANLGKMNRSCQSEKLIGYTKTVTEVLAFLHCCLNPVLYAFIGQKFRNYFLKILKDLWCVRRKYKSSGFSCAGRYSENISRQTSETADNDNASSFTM
UPR CHOP act: apoptotic UPR (CHOP) activation | activation, % at 10 µM | CHO-CHOP luciferase reporter, luminescence; percent of tunicamycin response over DMSO baseline | 0.34% of 330,000 active | AID 449763;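 active means at 10 µM dose, activation of 40% or more, normalized to positive control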;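 further: 100% = tunicamycin at 10 µg/mL and 0% = DMSO alone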
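Evaluation: % reporter activation, DMSO baseline versus tunicamycin full activation; System: CHO-CHOP luciferase reporter cell line; Input: 500 cells/well; Incubation: 6 h compound treatment, 37 °C; Measured by: Steady-Glo luciferase luminescence; Dosing: one dose, 10 µM in 0.5% DMSO; Buffer or medium: F12 medium, 10% FBS; Benchmarks: positive tunicamycin 10 µg/mL, negative DMSO alone.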
XBP1 UPR activ: activators of adaptive arm of unfolded protein response (XBP1). activation, % at 20 µM. CHO-XBP1 luciferase reporter, IRE1-XBP1 UPR activation, luminescence; percent of tunicamycin response, DMSO as zero. 0.33% of 330,000 active;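 active means versus positive control, 20 µM dose yields 30% or more activation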;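 further: 100% = tunicamycin at 10 µg/mL and 0% = DMSO only wells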
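Material: IRE1-XBP1 luciferase reporter CHO line / Quantity: one thousand reporter cells per well / Buffer or medium: F12 with 10% serum / Compound: 20 µM single concentration, DMSO 1% / Times: 6 h treatment, 37 °C / Detection: Steady-Glo luciferase glow luminescence, 10 min after reagent addition / Benchmarks: tunicamycin high, DMSO low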
EBI2 antag: antagonists of human EBI2 receptor; inhibition, % at 5 µM; 0.81% of 360,000 active; EBI2 beta-arrestin recruitment, luminescence, 7a,25-OHC stimulated; P32249; in the data active means inhibition above about 38%;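 further: enzyme fragment complementation signal reports receptor beta-arrestin coupling in cells; 0% = agonist plus DMSO wells and 100% = wells without agonist; some results beyond the cut were filed as inactive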
Target sequence (P32249 whole entry, looked up, the tested form may be a part): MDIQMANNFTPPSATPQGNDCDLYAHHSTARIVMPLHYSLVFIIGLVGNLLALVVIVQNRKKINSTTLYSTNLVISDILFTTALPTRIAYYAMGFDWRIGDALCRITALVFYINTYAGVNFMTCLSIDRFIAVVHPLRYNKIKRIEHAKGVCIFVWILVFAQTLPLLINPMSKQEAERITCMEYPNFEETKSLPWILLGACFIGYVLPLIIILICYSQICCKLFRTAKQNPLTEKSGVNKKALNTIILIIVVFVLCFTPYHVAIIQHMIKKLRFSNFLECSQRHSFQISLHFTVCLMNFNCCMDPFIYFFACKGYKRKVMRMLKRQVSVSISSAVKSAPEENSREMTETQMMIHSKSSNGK
CXCR6 inh: blocks human CXCR6 beta-arrestin recruitment | inhibition, % at 20 µM | CHO-K1 PathHunter CXCR6 beta-arrestin, luminescence | AID 602244 | 0.36% of 360,000 active; in the data active means inhibition above about 34%, passing the limit was not always enough;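 further: antagonist mode with CXCL16 agonist at 10 nM final; 0% = 10 nM CXCL16 with DMSO and 100% = unstimulated wells without agonist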
Target sequence (O00574 whole entry, looked up): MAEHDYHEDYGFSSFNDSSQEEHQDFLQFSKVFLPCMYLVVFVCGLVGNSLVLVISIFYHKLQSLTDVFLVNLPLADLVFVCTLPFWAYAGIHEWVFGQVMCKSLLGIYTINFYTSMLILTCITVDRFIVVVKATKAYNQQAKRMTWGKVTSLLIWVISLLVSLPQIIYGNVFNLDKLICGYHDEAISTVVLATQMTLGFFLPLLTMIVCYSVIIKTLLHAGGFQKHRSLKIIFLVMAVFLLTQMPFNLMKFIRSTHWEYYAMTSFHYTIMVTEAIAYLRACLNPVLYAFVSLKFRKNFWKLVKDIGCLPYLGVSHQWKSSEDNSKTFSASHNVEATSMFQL
Jurkat NFkB inh: inhibitors of the PMA/ionomycin-induced NF-kB reporter in Jurkat cells. PMA/ionomycin-induced NF-kB luciferase reporter, luminescence. AID 435003. 0.53% of 330,000 active. inhibition, % at 4 µM; in the data active means inhibition above about 50%
Gli-Sufu block: antagonists of Gli-Sufu signaling | inhibition, % at 5 µM | Sufu-KO-LIGHT fibroblasts, Gli luciferase reporter luminescence | AID 588413 | 0.74% of 340,000 active;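 active means inhibition above about 55%, limit read from the data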;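 further: 0% = DMSO-treated cells and 100% = wells with medium but no cells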
Mdm2-MdmX inh: inhibitors of human Mdm2/MdmX interaction | O15151+Q00987 | SaOS-2 split-luciferase Mdm2/MdmX complementation, luminescence | inhibition, % at 8 µM | 3% of 330,000 active;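 active means inhibition of at least 50% at 8 µM in the primary screen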
697 NFkB inh: inhibitors of the PMA/ionomycin-induced NF-kB reporter in 697 B cells | 0.33% of 330,000 active | AID 435022 | 697 B-cell NF-kB luciferase reporter, 16 h | inhibition, % at 4 µM; in the data active means inhibition above about 35%
An asterisk follows results filed as active; . = no result given.

SMILES	CCR6 antag	UPR CHOP act	XBP1 UPR activ	EBI2 antag	CXCR6 inh	Jurkat NFkB inh	Gli-Sufu block	Mdm2-MdmX inh	697 NFkB inh
CCCCn1c(N)c(N(CC)C(=O)c2ccc(N3CCCC3=O)cc2)c(=O)[nH]c1=O	11	-0.3	-3	2	12	-10	-4	23	15
CCN(CC)S(=O)(=O)c1ccc(NCCc2ccccn2)nc1	6	0.2	0	2	4	-14	-9	3	-5
COc1ccc(-c2csc(NC(=O)C3CCCO3)n2)cc1 (stereo not drawn)	-6	4.2	6	5	-7	-34	-33	-50	-65
COCCCN1C(=O)c2[nH]nc(-c3cc(C)cc(C)c3O)c2C1c1ccc(O)c(OC)c1 (stereo not drawn)	-14	0.6	2	7	7	1	8	23	8
COc1ccc(-c2cc(C(F)(F)F)n3nc(C(=O)N4CCCCC4)cc3n2)cc1	3	2.2	-1	18	6	17	8	6	9
CCc1ccc(N2C(=O)CC(N3CCN(Cc4ccc5c(c4)OCO5)CC3)C2=O)cc1 (stereo not drawn)	-2	-3.0	-3	-3	-8	-2	5	10	15
Fc1cccc(CSc2ccc(-c3ccco3)nn2)c1	3	6.5	2	10	2	-38	-70	-119	-26
O=C(NCc1ccco1)C1CCCN1C(=O)Nc1ccccc1 (stereo not drawn)	9	-0.6	0	-5	3	-5	1	0	8
O=C(N/N=C/c1ccc2nccnc2c1)c1cccc([N+](=O)[O-])c1	4	2.7	6	3	-5	-13	-5	16	5
COc1ccc(C(=O)OCC(=O)NCCc2ccc(F)cc2)cc1S(=O)(=O)N1CCOCC1	7	0.3	-2	-1	6	-65	1	30	-36
CCOC(=O)c1[nH]c2ccccc2c1NC(=O)COC	6	5.8	2	8	0	2	-1	-5	9
Cc1ccc(Sc2ncccc2C(=O)O)c(C)c1	-7	1.3	-4	-7	-10	-9	-4	9	-16
COc1ccc(-n2c(SCC(=O)Nc3ccc(NC(C)=O)cc3)nc3ccccc3c2=O)cc1	16	0.3	-4	6	1	-17	-2	-6	1
Cc1nnc(SCCC(C)C)[nH]c1=O	-7	-1.8	2	7	4	-5	-2	5	-11
CCN1CCN(c2ccc(S(=O)(=O)N3CCCCC3)cc2NC(=O)/C=C/c2cccc(OC)c2OC)CC1	38	1.7	-6	12	22	-1	21	75*	-9
COc1ccc(S(=O)(=O)Nc2ccncc2)c(C)c1C	0	-1.1	-3	-3	-4	-1	5	2	8
CCn1c(COc2ccccc2OC)nnc1SCC#N	-12	-0.4	-1	-7	-4	-4	0	6	2
COc1ccc(CCNC(=O)c2ccccc2OCc2c(C)noc2C)cc1	13	-1.1	-1	3	2	-4	7	12	3
O=C(CSc1nc(C(F)(F)F)cc(=O)[nH]1)N1CCCCCC1	6	0.6	-3	-8	1	-15	-5	5	-4
O=C1CCC([N+](=O)[O-])C(c2ccc(Cl)cc2Cl)N1 (stereo not drawn)	17	-1.8	-1	1	-1	-5	-3	9	4
COc1ccc(C2=NOC(Cn3nc(-c4ccccc4C)cc3C(=O)O)C2)cc1 (stereo not drawn)	6	1.8	-2	7	7	-26	-13	1	-3
COc1ccc(NC(=O)C2=CC(c3ccco3)=NS(=O)(=O)N2C)cc1	9	4.7	0	0	6	-14	-2	39	-34
COc1ccccc1CNC(=O)CN1CCC(NC(=O)c2ccccc2F)CC1	-10	-0.1	-3	-8	-7	-7	2	-2	13
COc1ccc(S(=O)(=O)CC(=O)c2cc3cccc(C)c3oc2=O)cc1	11	-0.5	-3	20	-2	4	20	21	0
CCCCCOC(=O)C1=C(C)Nc2nnnn2C1c1ccc(OC)c(OC)c1OC (stereo not drawn)	2	-1.4	0	-5	2	-6	6	-18	-21
COc1ccc(C(=O)OCC(=O)NCc2ccc3c(c2)OCO3)cc1[N+](=O)[O-]	4	2.9	-1	-10	-1	12	-6	-4	16
Cc1cc(OCc2cc(C(=O)N(C)C3CCOCC3)no2)cc(C)c1Cl	6	5.1	-3	28	13	-86	-46	-43	-148
Fc1cccc(CCN2CCNC[C@@H]2c2ccccc2)c1	7	-1.7	-2	-2	0	-6	1	-10	-1
CCC(=O)N1CCN(c2ccc(Cl)cc2NC(=O)Cc2ccccc2)CC1	37	-0.9	-2	25	7	23	-11	-14	12
Cc1ccc(C)c(N2N=C(C(=O)Nc3ccccc3N3CCOCC3)CCC2=O)c1	-3	1.5	2	9	6	11	32	12	13

The last 6 records of the part before come first, to join the parts.
SMILES	CCR6 antag	UPR CHOP act	XBP1 UPR activ	EBI2 antag	CXCR6 inh	Jurkat NFkB inh	Gli-Sufu block	Mdm2-MdmX inh	697 NFkB inh
CCCCCOC(=O)C1=C(C)Nc2nnnn2C1c1ccc(OC)c(OC)c1OC (stereo not drawn)	2	-1.4	0	-5	2	-6	6	-18	-21
COc1ccc(C(=O)OCC(=O)NCc2ccc3c(c2)OCO3)cc1[N+](=O)[O-]	4	2.9	-1	-10	-1	12	-6	-4	16
Cc1cc(OCc2cc(C(=O)N(C)C3CCOCC3)no2)cc(C)c1Cl	6	5.1	-3	28	13	-86	-46	-43	-148
Fc1cccc(CCN2CCNC[C@@H]2c2ccccc2)c1	7	-1.7	-2	-2	0	-6	1	-10	-1
CCC(=O)N1CCN(c2ccc(Cl)cc2NC(=O)Cc2ccccc2)CC1	37	-0.9	-2	25	7	23	-11	-14	12
Cc1ccc(C)c(N2N=C(C(=O)Nc3ccccc3N3CCOCC3)CCC2=O)c1	-3	1.5	2	9	6	11	32	12	13
Cc1ccc(C(=O)/C=C/c2cn(CC(O)CN3CCOCC3)c3ccccc23)cc1 (stereo not drawn)	9	.	.	4	1	.	15	.	.
COc1ccc(S(=O)(=O)N(CC(=O)NN=C2CCN(C)CC2)c2cc(Cl)ccc2OC)cc1OC	8	5.3	-1	-13	-4	-1	23	38	19
N#CC(=C=[N-])/C=C(\C(=O)c1ccccc1)[n+]1ccccc1	-7	0.3	-1	7	1	9	-14	0	5
Nc1ccccc1C(=O)Nc1cccc(C(=O)O)c1	-1	-5.1	-9	-2	0	28	-18	22	2
COc1ccccc1-n1c(SCC(=O)O)nc2c(sc(=S)n2-c2ccc(Cl)c(C)c2)c1=O	7	0.7	-5	5	-2	0	1	6	7
CCCCn1c(N)c(N(CC(C)C)C(=O)c2c(-c3ccccc3)noc2C)c(=O)[nH]c1=O	4	-0.3	1	-5	5	-2	-2	-16	8
Cc1noc(C)c1COc1cccc(C(=O)OC(C)C(=O)Nc2ccc3c(c2)OCO3)c1 (stereo not drawn)	25	-0.1	-1	14	4	58*	4	42	11
Cc1nc(NC(=O)CSc2nc3cccnc3n2Cc2ccccc2)sc1C	14	-0.5	8	14	4	-24	7	78*	-40
COc1cc2c(cc1OC)CN(C(=O)c1cc(C3CC3)nn1-c1ccccc1)CC2	9	0.8	1	0	8	-8	-4	-2	4
O=C(NCc1ccccc1)c1cccnc1Sc1ccccc1	10	0.5	2	5	1	-5	-3	3	4
O=C(CNC(=O)c1ccccc1Cl)c1ccccc1	15	2.0	-1	-10	4	-79	-63	-15	-57
C/C(=N\NC(=O)c1ccccc1F)c1ccc(C#N)cc1	14	3.8	2	7	-4	-60	-54	-70	-54
O=C(c1cnn2ccccc12)N1CCN(C2CCCCC2)CC1	0	2.6	3	-4	2	-5	-5	9	-2
O=c1ccn([C@@H]2O[C@H](CNCc3ccc(-n4cccn4)cc3)[C@@H](O)[C@H]2O)c(=O)[nH]1	14	.	.	-3	-4	.	-5	.	.
CNC(=O)CSc1nc(N)c2c3c(sc2n1)CCC3	-5	-0.2	-1	-10	-4	0	3	20	18
CSc1nc(=NC(C)=O)ss1	1	9.7	-2	-3	-8	-6	9	-12	-1
O=C(Nc1ccc(N2CCCC2)c(Cl)c1)c1ccccc1[N+](=O)[O-]	11	7.7	2	-15	5	-23	-8	-5	-10
Cc1ccc(C)c(S(=O)(=O)N2CCN(C(=O)Cn3c(=O)cnc4ccccc43)CC2)c1	3	2.0	-1	7	4	11	-6	9	-16
O=C(COC(=O)c1ccc(Br)o1)Nc1nc2ccccc2s1	8	1.1	-1	-2	2	-3	-3	12	12
COc1cccc(C(=O)N=c2sc3cc(S(C)(=O)=O)ccc3n2C)c1	2	7.2	1	5	7	-61	-38	-25	-65
O=C(CS(=O)(=O)c1ccccc1)Nc1cccnc1	5	-0.8	-3	0	-6	-2	5	-9	12
O=C(/C=C/c1ccc(Cl)cc1Cl)NCc1ccco1	12	3.5	6	12	0	-29	-38	-51	1
CSc1ccc(/C=C(\NC(=O)c2ccco2)C(=O)N2CCCCC2)cc1	15	-1.7	-1	1	-2	-13	-1	19	19
O=C(Nc1nccs1)c1ccc(Cl)c([N+](=O)[O-])c1	1	-0.6	0	2	-10	5	1	-5	-7
O=C(OCC(=O)N1CCCc2ccccc21)c1cnc(Cl)c(Cl)c1	21	2.8	-3	43*	10	11	5	37	19
COC(=O)C1=C(N)c2c(F)cccc2C1(C#N)c1ccccc1 (stereo not drawn)	18	-1.4	-1	4	6	12	-5	4	6
Cc1cc2cc(CCNC(=O)CC(C)C)c(=O)[nH]c2cc1C	.	1.4	1	.	.	-7	.	11	8
C=CCN1C(=O)/C(=C/C(=O)OC)S/C1=N\NC(=O)c1ccccc1	27	1.2	-2	-45	-3	-3	1	6	5
CC(=O)c1cc(CN2C(=O)CCC2=O)cs1	1	-1.6	-5	-6	-3	7	0	-13	5
O=C(C1CCC1)N1CCC(c2nc3c(nnn3Cc3c(F)cccc3Cl)c(=O)[nH]2)CC1	8	0.6	0	11	4	-7	3	-6	5
CC1(c2ccccc2)CC(c2ccccc2)=Nc2nonc2N1 (stereo not drawn)	18	-0.1	-3	30	-3	19	7	12	13
CCOC(=O)CN(C(=O)Cn1nnc2ccccc21)C(C(=O)NCCOC)c1ccccc1C (stereo not drawn)	12	1.9	-1	10	-3	-3	-1	2	13
CCN(CCCNC(=O)C1CCN(S(=O)(=O)N2CCC3(CC2)OCCO3)CC1)c1ccccc1	7	-0.4	-4	-11	-5	7	3	-7	-2
Cc1ccc(Cn2cnc3c(cnn3-c3ccc(F)cc3)c2=O)cc1	4	1.4	1	-13	-8	20	-4	12	-14
COc1cc(C(=O)NCCOc2ccccc2)cc(OC)c1OC	8	1.2	-3	3	4	-13	6	30	-3
Cc1cc(C)nc(N2CCC(C(=O)Nc3ccc4c(c3)OCO4)CC2)n1	-11	1.8	-2	-2	3	9	6	21	-7
CCOc1ccccc1NC(=O)N1CCCN(c2ncccc2C#N)CC1	1	-1.1	1	-1	8	9	-2	14	7
COC(=O)C1=C(C)N(CCCC(=O)O)C(=O)NC1c1ccc(Cl)cc1 (stereo not drawn)	14	0.7	-3	3	-13	17	-8	4	21
Cc1cccc(C)c1NC(=O)CSc1nc(COc2ccccc2)nc2ccccc12	28	0.3	2	21	5	6	11	17	-7
COc1ccc(Cl)cc1NC(=O)C/C(C)=N/NC(=O)c1ccccc1Cl	-2	2.5	1	-5	-3	-5	1	1	-4
COCC(=O)N1CCN(c2cccc(C(F)(F)F)c2)CC1	16	0.6	6	-1	2	-17	-2	14	18
Cc1cc(Cl)ccc1NC(=O)CN1C(=O)CSc2ccc(S(=O)(=O)N3CCOCC3)cc21	-5	0.6	0	2	7	6	2	12	-8
CCS(=O)(=O)N1CCN(CC(=O)NC2CCCCC2)CC1	2	0.9	1	-16	-3	-18	-2	-31	-24
